Assay outcomes: PubChem, Southern Research Specialized Biocontainment Screening Center
M. tuberculosis HTS: M. tuberculosis growth inhibition, HTS (AID 449762); M. tuberculosis H37Rv growth inhibition, 7H9 media; higher % means a stronger effect; 330,000 compounds, 0.59% hits; inhibition, % at 25 µM, or IC50 in µM where a hit was titrated; in the data active = a potency from the dose series; inconclusive = inhibition above about 70% without an active follow-up result;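 also: bacterial growth assessed after seven days of incubation; strong numbers were not always called active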
tuberculosis growth: growth inhibition of non-replicating M. tuberculosis (AID 488890); Mycobacterium tuberculosis non-replicating, growth inhibition; higher % means a stronger effect; inhibition, % at 25 µM; hits with a dose series show IC50 in µM; 320,000 compounds, 0.39% hits; in the data active = a potency from the dose series; inconclusive = inhibition mostly from about 82% at the one dose, without a potency; inactive = the rest, 99 in 100 with inhibition below about 76%;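 also: plate controls were DMSO cells for no effect and high antibiotic wells for full effect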
influenza NS1A: NS1A inhibition, H1N1 influenza, cell based functional assay (AID 504329); NS1A functional cell-based assay, percent inhibition; higher % means a stronger effect; one-dose inhibition, % at 12.5 µM; IC50 in µM for titrated hits; 340,000 compounds, 0.3% hits; in the data active = a potency from the dose series; inconclusive = inhibition above about 27% without an active follow-up result; also: strong numbers were not always called active
VEEV TC-83 Vero: inhibitors of VEEV TC-83 cytopathic effect, confirmation, Vero cells (AID 588727) | Vero cells, VEEV TC-83 cytopathic effect inhibition; higher % means a stronger effect | inhibition, % at 20 µM, or IC50 in µM where a hit was titrated | 350,000 compounds, 0.13% hits; in the data active = a potency from the dose series; inconclusive = inhibition mostly from about 14% at the one dose, without a potency; inactive = the rest, 99 in 100 with inhibition below about 12%; also: strong numbers were not always called active
Salmonella PhoP GFP: Inhibition of PhoP regulon, Salmonella typhi GFP reporter cells, confirmation, 4 h (AID 1850); one-dose inhibition, % at 50 µM; IC50 in µM for titrated hits; Salmonella Typhi PhoP-promoter GFP reporter, fluorescence, 4 h; higher % means a stronger effect; 310,000 compounds, 0.33% hits; in the data active = a potency from the dose series; inconclusive = inhibition mostly from about 25% at the one dose, without a potency; inactive = the rest, 99 in 100 with inhibition below about 19%;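 also: 0% = induced wells with vehicle and 100% = uninduced wells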
VEEV TC-83 Vero 10K pilot screen: second read-out of VEEV TC-83 Vero, no call of its own (marks repeat the call); inhibition, %; measured here: 10K pilot screen inhibition
* hit, by the source's call; i = inactive; ? = inconclusive; . = not tested or not shown.

SMILES	M. tuberculosis HTS	tuberculosis growth	influenza NS1A	VEEV TC-83 Vero	Salmonella PhoP GFP	others
O=C(O)C(Cc1ccccc1)NS(=O)(=O)c1ccc2c(c1)OCCO2 (stereo not drawn)	-7%	-15%	7%	0.6%	5%
c1ccc(OCCSc2nnnn2C2CCCCC2)cc1	-1%	23%	0%	0.4%	13%
O=C1c2cccc(Sc3ccccc3)c2C(=O)c2c(Sc3ccccc3)cccc21	-8%	-27%	.	i	4%
CC(C)(C)C(=O)O/N=C(\N)c1ccc(Br)cc1	1%	-2%	-5%	i	-7%
Cc1noc(C)c1COc1ccccc1C(=O)N(C)Cc1ccco1	-7%	-1%	-8%	0.2%	.
OCc1cn(-c2ccccc2)nn1	-2%	2%	1%	0.8%	7%
Oc1ccc(/C=N/n2cc(-c3ccccc3)[nH]c2=S)cc1	6%	-2%	8%	i	13%
CC(=O)Nc1ccc(C(=O)CSc2cc(C)c3cccc(C)c3n2)cc1	3%	-3%	4%	1.1%	0%
O=C1CC(c2ccc(O)cc2)Oc2cc(O)ccc21 (stereo not drawn)	-2%	-14%	-7%	1.3%	3%
CC(=O)Nc1ccc(C(=O)NNC(=O)c2cc([N+](=O)[O-])cc([N+](=O)[O-])c2)cc1	-3%	16%	1%	0.3%	-4%
C=C(C)CSc1nc2c(c(=O)[nH]c(=O)n2C)n1Cc1ccccc1	2%	.	-6%	5.3%	-2%
CCOC(=O)c1c(NC(=O)/C=C/c2ccco2)sc(C)c1C	-6%	2%	5%	0.4%	-12%	VEEV TC-83 Vero 10K pilot screen=1.1
Cc1cc(C)n(C(=O)Cn2nc(C)c(Cl)c2C)n1	3%	-2%	-2%	i	-3%
Cc1[nH]c2ccccc2c1SCC(=O)N1CCCCCC1	0%	5%	-11%	0.9%	-7%
CCCCn1c(SCC(=O)OC)nc2c1c(=O)n(C)c(=O)n2C	-2%	5%	3%	0.3%	0%
Cc1cc(Cl)ccc1Oc1ncc(-c2ccc(Cl)cc2)cn1	5%	-7%	-2%	4.5%	12%
Cc1ccc(/C=c2\sc3n(c2=O)CN(c2ccc(Br)cc2)CN=3)o1	-4%	38%	9%	i	-15%
O=C(c1cccs1)n1nc(-c2ccccc2)nc1NCc1ccc(F)cc1	-3%	-31%	2%	4.3%	1%
c1ccc(Cn2c(CSc3nnnn3-c3ccccc3)nc3ccccc32)cc1	6%	2%	-5%	0.4%	2%
CCc1ccc(NC2CC(=O)N(c3ccc(OC)cc3OC)C2=O)cc1 (stereo not drawn)	?	16%	5%	i	10%
CC(=O)c1sc(NC(=O)C(C)C)nc1C	5%	8%	8%	1.2%	3%
Cc1ccc(NC2OC(CO)C(O)C(O)C2O)cc1 (stereo not drawn)	10%	17%	-3%	1.3%	30%
CSc1nc(N)nc2c1ncn2CC(=O)N[C@H](C)c1cccc2ccccc12	-2%	5%	-8%	i	.
COc1ccc(OC)c(/C=c2\sc3nc(-c4cccs4)nn3c2=O)c1	5%	10%	-1%	i	-39%
Cc1cc(C)n2nc(SCC(=O)N/N=C/c3ccccn3)nc2n1	-3%	-5%	-10%	0.3%	-10%

Molecules listed so far that contain two or more sulfur atoms (two):
SMILES	M. tuberculosis HTS	tuberculosis growth	influenza NS1A	VEEV TC-83 Vero	Salmonella PhoP GFP	others
O=C1c2cccc(Sc3ccccc3)c2C(=O)c2c(Sc3ccccc3)cccc21	-8%	-27%	.	i	4%
COc1ccc(OC)c(/C=c2\sc3nc(-c4cccs4)nn3c2=O)c1	5%	10%	-1%	i	-39%

(continued)
SMILES	M. tuberculosis HTS	tuberculosis growth	influenza NS1A	VEEV TC-83 Vero	Salmonella PhoP GFP	others
Cc1ccc(C(=O)NCC(=O)Nc2ccncc2)cc1	-3%	-6%	-5%	0.8%	-8%
COc1ccc(CCNC(=O)CCN2C(=O)COc3ccc(C)cc32)cc1OC	10%	5%	5%	0.6%	-6%
C1=C(c2ccccc2)Nc2ncnn2C1c1ccccc1 (stereo not drawn)	26%	30%	-8%	1.1%	-18%
COc1ccc(OCc2nnc(SCC(=O)NC3CCCCC3)o2)cc1	-14%	?	10%	0.7%	17%
CCOc1ccc(NC(=O)Cn2nnc(C(=O)NCc3ccco3)c2N)cc1	-7%	-10%	-2%	1.9%	-11%
CCOc1cccc(/C=N/NC(=O)C2CCCC2)c1O	-5%	?	-12%	10%	-2%
O=C(COC(=O)C12CC3CC(CC(C3)C1)C2)Nc1ccc([N+](=O)[O-])cc1Cl	-2%	-13%	10%	0.0%	-11%
COc1ccc(-c2cn3nc(SCC(=O)NCC4CCCO4)ccc3n2)cc1 (stereo not drawn)	3%	38%	7%	4.5%	1%
CCC(C)C(=O)Nc1nc(C)c(-c2csc(Nc3cc(OC)ccc3OC)n2)s1 (stereo not drawn)	16%	6%	10%	9.0%	-10%
COc1cccc(/C=N/NC(=O)c2ccc3nc[nH]c3c2)c1O	3%	-6%	15%	5.3%	5%
COc1ccc(-c2sc3ccccc3c2C#CC2(O)CCCCC2)cc1	?	58%	4%	4.2%	-1%
CC(C)(C)c1ccc(C(=O)NCC(=O)OCC(=O)Nc2ccc3c(c2)OCCO3)cc1	-9%	3%	-8%	0.1%	-1%
CCOC(=O)CCCCC(=O)c1[nH]c(=O)[nH]c1CN1CCOCC1	4%	3%	12%	1.6%	-7%
O=C(CSc1nnc(-c2ccncc2)n1CCc1ccccc1)N1CCCC1	-7%	-12%	.	.	8%
O=C(C1=C(O)C(=O)N(CCN2CCOCC2)C1c1ccc([N+](=O)[O-])cc1)c1cccs1 (stereo not drawn)	-3%	-13%	-15%	i	1%
CC(/C=N/NC(=O)c1ccco1)=C\c1ccccc1	2%	20%	-10%	0.1%	-6%
Cc1ccoc1C(=O)NCCNc1ccc(Cl)cc1[N+](=O)[O-]	0%	58%	6%	2.9%	-2%
CN(C)c1ccc2c(=O)[nH][nH]c(=O)c2c1	-4%	5%	-1%	1.9%	-8%
CCc1ccc(C(=O)OCC(=O)NCCNC(=O)COC(=O)c2ccc(CC)cc2)cc1	-6%	-10%	-6%	0.1%	-6%
CCOCc1nnc(NC(C)=O)s1	2%	2%	-8%	i	0%
Cc1cccn2c(=O)nc(SCC(=O)NCc3ccc4c(c3)OCO4)nc12	-3%	-6%	-6%	1.3%	-8%
COCC(C)NS(=O)(=O)c1ccc(NC(=O)C(Cc2ccccc2)NC(N)=O)cc1 (stereo not drawn)	-3%	-2%	7%	3.1%	0%
O=C(NNC(=O)c1cccnc1SCc1cccc([N+](=O)[O-])c1)c1cccnc1	-1%	-3%	-6%	0.6%	-2%
COc1ccc(OC)c(NC(=O)c2cccc(Cn3cc(Br)c([N+](=O)[O-])n3)c2)c1	16%	42%	0%	12%	-4%
Nc1c(Cl)cc(C2=NCCn3c2c2ccc([N+](=O)[O-])cc2[n+]3[O-])cc1Cl	?	?	14%	0.8%	1%

Of the compounds above, these have a Cl atom:
SMILES	M. tuberculosis HTS	tuberculosis growth	influenza NS1A	VEEV TC-83 Vero	Salmonella PhoP GFP	others
Cc1cc(C)n(C(=O)Cn2nc(C)c(Cl)c2C)n1	3%	-2%	-2%	i	-3%
Cc1cc(Cl)ccc1Oc1ncc(-c2ccc(Cl)cc2)cn1	5%	-7%	-2%	4.5%	12%
O=C(COC(=O)C12CC3CC(CC(C3)C1)C2)Nc1ccc([N+](=O)[O-])cc1Cl	-2%	-13%	10%	0.0%	-11%
Cc1ccoc1C(=O)NCCNc1ccc(Cl)cc1[N+](=O)[O-]	0%	58%	6%	2.9%	-2%
Nc1c(Cl)cc(C2=NCCn3c2c2ccc([N+](=O)[O-])cc2[n+]3[O-])cc1Cl	?	?	14%	0.8%	1%

The main list resumes, starting 3 compounds before the break.
SMILES	M. tuberculosis HTS	tuberculosis growth	influenza NS1A	VEEV TC-83 Vero	Salmonella PhoP GFP	others
O=C(NNC(=O)c1cccnc1SCc1cccc([N+](=O)[O-])c1)c1cccnc1	-1%	-3%	-6%	0.6%	-2%
COc1ccc(OC)c(NC(=O)c2cccc(Cn3cc(Br)c([N+](=O)[O-])n3)c2)c1	16%	42%	0%	12%	-4%
Nc1c(Cl)cc(C2=NCCn3c2c2ccc([N+](=O)[O-])cc2[n+]3[O-])cc1Cl	?	?	14%	0.8%	1%
CC1(c2ccccc2Br)NC(=O)N(CC(=O)NC2CCCCC2)C1=O (stereo not drawn)	2%	36%	-19%	i	.
COc1ccc(Cl)cc1S(=O)(=O)N(C)CC(=O)N1CCCC1	8%	9%	-6%	0.3%	-6%
COc1ccccc1OCc1ccc(C(=O)Nc2ccccc2)cc1	-9%	14%	-22%	1.8%	.
O=C(NCC1CC1)c1ccc2c3n(nc2c1)-c1ccccc1CO3	1%	23%	11%	6.1%	-1%
O=S(=O)(Nc1cccnc1)c1cccc(C(F)(F)F)c1	-9%	-2%	-13%	i	-14%
CC(C)Oc1ccc(C(=O)NCCCNC(=O)c2cccnc2)cc1	10%	4%	-10%	i	-4%
CC(CC(=O)N(C)C1CCCCC1)S(=O)(=O)c1ccc2c(c1)NC(=O)CO2 (stereo not drawn)	-4%	-4%	10%	1.3%	-2%
O=c1[nH]c(=O)n(-c2ccccc2)c(O)c1C=NC12CN3CN(CN(C3)C1)C2	2%	-7%	.	.	4%
CCCOc1ccc(-c2nnc(-c3ccncc3)o2)cc1	?	70%	2%	i	16%
COC(=O)C1=C(c2ccc(F)cc2F)C[C@@H]2CC[C@H]1N2C(=O)NCCO	0%	5%	-20%	0.5%	.
CSc1nccc(NC(=O)c2cccc(Br)c2)n1	0%	-5%	0%	1.9%	1%
O=C(NCCCN1CCOCC1)c1cc(-c2ccc(F)cc2)on1	2%	2%	-7%	5.6%	8%
COC(=O)c1cccc(Cn2cc([N+](=O)[O-])cn2)c1	2%	28%	.	.	-3%
CCn1c(NC(=O)c2ccc(COc3ccc(C)cc3[N+](=O)[O-])o2)nc2ccccc21	11%	.	2%	8.4%	-1%
CCOC(=O)N1CCN(C(=O)c2cccn3c(=O)c4cc(Cl)ccc4nc23)CC1	-5%	18%	24%	1.1%	0%
O=C1c2ccccc2-c2c1c1ccccc1c(=O)n2-c1ccccc1	.	.	4%	0.3%	.
Cc1cccc2c(=O)c(C(=O)NCCc3ccccc3)c[nH]c12	7%	-30%	3%	2.6%	0%
COc1ccc(C(=O)OCC(=O)Nc2ccc(N3CCOCC3)cc2)cc1OC	-2%	-6%	-5%	3.4%	.
O=C1NC(=S)NC1(c1ccccc1)c1ccccc1	.	.	-12%	0.9%	.
Cc1cc(-c2nnc(SCC(=O)NC3CC3)n2C(C)C)cs1	-14%	-6%	-5%	2.4%	-11%
O=C1N2CCSC2=NC1(Nc1nccs1)C(F)(F)F (stereo not drawn)	6%	14%	-6%	0.5%	-3%
COc1cc(NC(=O)c2ccco2)c(OC)cc1NC(=O)Nc1ccccc1Cl	-4%	-10%	1%	0.7%	1%
O=C1C2C3C=CC(C3)C2C(=O)N1c1cccc(N2C(=O)C3C4C=CC(C4)C3C2=O)n1 (stereo not drawn)	2%	4%	-6%	1.6%	-4%
CC(C)(C)C(=O)NC(NC(=S)Nc1sc2c(c1C#N)CCCC2)C(Cl)(Cl)Cl (stereo not drawn)	-2%	?	5%	1.8%	-1%
